# 697 NFkB inh: lowers PMA/ionomycin-induced NF-kB signal in 697 B cells | 697 B-cell NF-kB luciferase reporter, 16 h | 330,000 tested, 0.33% active | inhibition, % at 4 µM | AID 435022; in the data active = inhibition above about 35%
# CCR6 antag: blocks CCL20-driven beta-arrestin recruitment at human CCR6. inhibition, % at 20 µM. P51684. CHO-K1 CCR6 PathHunter beta-arrestin, luminescence, CCL20-stimulated. 340,000 tested, 0.49% active;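 active = compounds whose inhibition of the agonist-driven luminescence signal at 20 µM reaches about 50%, limit read from the data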;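 also: cells stimulated with CCL20 at 14 nM final; plate controls were DMSO with CCL20 for no effect and DMSO without agonist for full effect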
# Target sequence (P51684 whole entry, looked up): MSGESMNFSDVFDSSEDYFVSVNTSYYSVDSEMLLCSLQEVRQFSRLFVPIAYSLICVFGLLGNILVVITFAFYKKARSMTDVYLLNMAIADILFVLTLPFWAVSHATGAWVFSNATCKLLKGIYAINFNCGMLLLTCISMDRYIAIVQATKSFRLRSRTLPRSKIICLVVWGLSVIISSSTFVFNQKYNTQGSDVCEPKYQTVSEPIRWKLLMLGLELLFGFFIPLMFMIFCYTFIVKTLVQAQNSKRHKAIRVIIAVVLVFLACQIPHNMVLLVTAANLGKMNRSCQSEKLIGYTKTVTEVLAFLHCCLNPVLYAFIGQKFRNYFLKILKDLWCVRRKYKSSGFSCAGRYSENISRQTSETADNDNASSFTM
# EBI2 antag: blocks human EBI2 receptor beta-arrestin signaling. P32249. EBI2 beta-arrestin recruitment, luminescence, 7a,25-OHC stimulated. inhibition, % at 5 µM. 360,000 tested, 0.81% active; in the data active = inhibition above about 38%;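 also: enzyme fragment complementation signal reports receptor beta-arrestin coupling in cells; 0% = agonist plus DMSO wells and 100% = wells without agonist; some results beyond the cut were filed as inactive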
# Gli-Sufu block: antagonists of Gli-Sufu signaling. 340,000 tested, 0.74% active. inhibition, % at 5 µM. Sufu-KO-LIGHT fibroblasts, Gli luciferase reporter luminescence;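 active = inhibition above about 55%, limit read from the data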;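 also: 0% = DMSO-treated cells and 100% = wells with medium but no cells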
# Jurkat NFkB inh: lowers PMA/ionomycin-induced NF-kB signal in Jurkat cells | PMA/ionomycin-induced NF-kB luciferase reporter, luminescence | 330,000 tested, 0.53% active | AID 435003 | inhibition, % at 4 µM; in the data active = inhibition above about 50%
# UBC13 inh: inhibitors of human UBC13 polyubiquitin chain formation; P61088; TR-FRET; inhibition, % at 20 µM; 330,000 tested, 0.47% active; in the data active = inhibition above about 45%, passing the limit was not always enough
# APJ antagonist: antagonists of human APJ apelin receptor | P35414 | CHO-K1 APJ beta-arrestin complementation, luminescence | inhibition, % at 20 µM | 330,000 tested, 0.32% active;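 active = inhibition above about 40% at 20 µM, limit read from the data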;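 also: cells challenged with 10 nM apelin-13 agonist together with compound; plate controls were apelin-13 plus DMSO wells for no effect and DMSO wells lacking apelin-13 for full effect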
# Target sequence (P35414 whole entry, looked up): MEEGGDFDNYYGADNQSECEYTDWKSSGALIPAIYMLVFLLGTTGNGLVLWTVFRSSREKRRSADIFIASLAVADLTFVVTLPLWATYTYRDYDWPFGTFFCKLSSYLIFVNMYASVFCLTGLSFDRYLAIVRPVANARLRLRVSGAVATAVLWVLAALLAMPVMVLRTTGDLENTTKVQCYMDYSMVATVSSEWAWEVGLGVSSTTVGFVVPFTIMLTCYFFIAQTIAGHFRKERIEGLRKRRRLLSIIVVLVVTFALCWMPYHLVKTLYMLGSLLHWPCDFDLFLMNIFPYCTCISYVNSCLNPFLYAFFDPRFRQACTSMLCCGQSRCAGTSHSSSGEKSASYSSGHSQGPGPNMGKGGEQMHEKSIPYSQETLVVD
# CXCR6 inh: CXCR6 (human) receptor inhibition; AID 602244; O00574; CHO-K1 PathHunter CXCR6 beta-arrestin, luminescence; 360,000 tested, 0.36% active; inhibition, % at 20 µM; in the data active = inhibition above about 34%, passing the limit was not always enough;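 also: antagonist mode with CXCL16 agonist at 10 nM final; 0% = 10 nM CXCL16 with DMSO and 100% = unstimulated wells without agonist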
# Target sequence (O00574 whole entry, looked up): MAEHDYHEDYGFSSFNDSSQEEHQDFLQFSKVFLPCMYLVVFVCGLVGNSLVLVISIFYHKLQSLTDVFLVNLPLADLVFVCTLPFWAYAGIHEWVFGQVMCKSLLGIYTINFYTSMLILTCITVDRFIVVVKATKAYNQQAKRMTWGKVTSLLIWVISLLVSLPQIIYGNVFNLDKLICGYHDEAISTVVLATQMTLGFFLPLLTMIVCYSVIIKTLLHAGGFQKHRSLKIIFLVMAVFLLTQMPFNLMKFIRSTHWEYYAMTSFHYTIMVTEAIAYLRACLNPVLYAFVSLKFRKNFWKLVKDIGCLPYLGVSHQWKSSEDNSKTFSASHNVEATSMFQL
# An asterisk follows results filed as active; x = no result given.
SMILES,697 NFkB inh,CCR6 antag,EBI2 antag,Gli-Sufu block,Jurkat NFkB inh,UBC13 inh,APJ antagonist,CXCR6 inh
COc1ccc(C2NC(=O)NC(C)=C2C(=O)OCc2ccccc2)cc1 (stereo not drawn),-3,12,-8,16,6,6,15,3
COCCCNc1nc2c([nH]1)c(=O)[nH]c(=O)n2C,-10,3,-9,2,-8,-9,8,-8
CCCCCc1ccc(-c2ccc(=O)[nH]n2)cc1,0,-5,0,-14,-3,5,-1,-11
Cc1ccc2nc(-c3cccnc3)cc(C(=O)Nc3ccc(F)cc3C)c2c1,16,-7,33,-42,10,-1,17,-4
C/C(C/C(C)=C1/SC(=S)NC1=O)=C1\SC(=S)NC1=O,x,13,-7,-6,x,x,x,23
O=C(COC(=O)CCNS(=O)(=O)c1ccc(Cl)cc1)NCc1ccco1,20,-4,-3,-3,-1,0,10,-2
CNS(=O)(=O)c1cccc(C(=O)OCC(=O)Nc2ccccc2F)c1,13,4,5,-4,3,-4,9,-2
CS(=O)(=O)N1CCN(c2ccc([N+](=O)[O-])c(NCc3ccc(Cl)cc3)c2)CC1,5,17,20,18,5,-3,11,18
CC1CN(C(=O)CSc2cn(CC(=O)N3CCOCC3)c3ccccc23)CC(C)O1 (stereo not drawn),2,-16,0,-11,23,1,-2,-4
CCOC(=O)C1(CCc2ccccc2)CCN(Cc2ccn[nH]2)CC1,-22,16,-29,12,-2,-6,10,0
c1ccc(CCn2cccc2)nc1,x,-4,0,0,x,x,x,-4
Cc1ccc(-c2nc(CS(=O)(=O)CC(=O)NC3CC3)c(C)o2)cc1,10,8,6,5,0,-4,-8,0
Cc1cc(OC(=O)c2ccc(C)c(C)c2)c([N+](=O)[O-])c(=O)[nH]1,1,5,-2,2,5,0,-4,0
Cc1ccc(C)c(N2CCN(C(=O)C3CCN(S(=O)(=O)c4cccc5nsnc45)CC3)CC2)c1,-25,1,12,14,7,-9,-7,-1
Cc1ccc(NC(=O)COS(=O)c2ccc(C)cc2)cc1 (stereo not drawn),14,7,-4,0,-1,6,-12,-2
COc1ccc(/C=C/C(=O)NCC(=O)N/N=C/c2cc(Br)ccc2OC)cc1,4,9,30,-3,0,-10,-16,-2
Clc1ccc(-c2nnc(-c3ccc4ccccc4c3)o2)cc1,x,5,15,-50,x,x,x,3
OCCOc1cccc(CN2CCC(CO)(CCOc3ccccc3)CC2)c1,-2,5,-6,-2,0,12,9,-11
CCOc1ccc(NC(=O)C(C)N2C(=O)c3ccccc3S2(=O)=O)cc1 (stereo not drawn),15,12,1,-10,-2,0,-9,3
COc1cccc(C(=O)Nc2cc(C(=O)NCc3ccc(C)cc3)ccc2N2CCC3(CC2)CC(c2cccc(Br)c2)=NO3)c1,7,8,8,8,22,-18,6,-4
COC(=O)c1ccc(NC(=O)c2ccc3c(c2)C(=O)N(C)C3=O)cc1,6,-2,-4,2,0,6,10,-3
Cc1nc2sccn2c(=O)c1S(=O)(=O)Nc1ccc(N2CCOCC2)c(Cl)c1,-39,0,-4,10,-1,-5,-10,-4
CCn1c(SCC(=O)NCc2cccs2)nnc1-c1ccncc1,-28,-1,-4,-6,-25,-2,9,4
Cc1ccsc1C(=O)Nc1cc(Cl)ccc1-n1cncn1,x,23,-8,0,x,x,x,5
O=C(NC(=S)Nc1ccc2c(c1)OCCO2)c1ccco1,-148,13,-6,-70,-86,1,3,13
CCCS(=O)(=O)N1CCCC(C(=O)NCCCN(Cc2ccccc2)C(C)C)C1 (stereo not drawn),-2,-6,9,16,-11,3,6,3
Cc1cccc(S(=O)(=O)C(C#N)c2nc3ccccc3nc2N2CCOCC2)c1 (stereo not drawn),15,-19,-1,3,-3,-17,-13,5
Cc1cnc(C(=O)OCC(=O)NC(C)CCc2ccccc2)cn1 (stereo not drawn),12,6,-15,-15,-1,7,9,-6
CN(c1ccccc1)S(=O)(=O)c1ccc(C(=O)Nc2nnc(-c3ccc(F)cc3)o2)cc1,-5,2,x,-1,-6,-22,5,x
O=C(CN1CCN(c2cccc(Cl)c2)CC1)Nc1nccs1,-26,28,-17,1,16,-4,-4,5
Cc1cccc(CN2CCN(Cc3ccco3)CC2)c1,-12,1,-10,10,-14,-9,-15,-3
O=C(NC1CCCCC1)C(c1ccc(Cl)cc1)N(C(=O)c1ccccn1)c1cccnc1 (stereo not drawn),6,x,x,x,4,5,-1,x
CCCS(=O)(=O)NCc1cn2c(C)csc2n1,-34,13,0,-15,-25,6,13,0
Cc1c(C(=O)NC(C)CN2CCCCC2)oc2ccccc12 (stereo not drawn),21,6,4,-25,-5,8,-4,-2
CCn1cc(C(=O)N[C@@H](CCSC)C(=O)NCCN2CCOCC2)c(=O)c2cc3c(cc21)OCO3,-17,7,0,-12,-9,-4,11,2
O=C1CCCc2oc3ccc(NS(=O)(=O)c4cccc5cccnc45)cc3c21,16,7,0,11,8,2,-11,3
CC(NC(=O)c1ccco1)C(=O)OC(C)C(=O)NCc1ccccc1 (stereo not drawn),11,3,-1,-5,4,-2,-8,4
Cc1ccc(CCC(=O)Nc2ccc(C#N)cc2)o1,19,18,15,-52,7,-1,7,-2
Nc1ccc(C23CC4CC(CC(O)(C4)C2)C3)cc1,-20,-1,-3,8,-2,6,-7,-7
Cn1ccc(C(=O)N/N=C/c2ccccc2[N+](=O)[O-])n1,-8,3,-8,-14,-29,-4,-3,1
CC(=C1C2C=CC1C1C(=O)NC(=O)C21)c1ccccc1 (stereo not drawn),-2,2,-1,3,-8,-9,-2,0
O=C(O)c1ccc(COc2ccccc2/C=C2\NC(=O)N(Cc3ccccc3F)C2=O)cc1,8,18,4,1,-4,-15,3,3
CC(C)N(C(=O)CSc1nnc(-c2ccc3c(c2)OCO3)n1C)C(C)C,9,7,-10,0,8,4,-1,-10
CCC(=O)Nc1ccccc1Sc1ncnc2scc(-c3ccccc3)c12,0,15,12,17,5,4,2,-2
CCOC(=O)C1=NOC2COC3(CCN(c4ncccn4)CC3)OCC12 (stereo not drawn),24,2,-4,19,18,7,0,4
Cc1ccc(S(=O)(=O)N(C)Cc2ccc(C(=O)NN=C3C4CC5CC(C4)CC3C5)cc2)cc1,-10,17,-9,-6,-7,-6,-21,-4
COc1cccc(N2C(=O)CC(N3CCc4ccccc4C3)C2=O)c1 (stereo not drawn),14,2,-4,5,-21,5,18,-3
C[C@H](CO)N1C[C@H](C)[C@@H](CN(C)C)Oc2c(NC(=O)CCC(F)(F)F)cccc2C1=O,13,11,-13,-5,9,4,-1,-5

# Single records (already shown). Order of values: 697 NFkB inh | CCR6 antag | EBI2 antag | Gli-Sufu block | Jurkat NFkB inh | UBC13 inh | APJ antagonist | CXCR6 inh
# Profile of COc1cccc(N2C(=O)CC(N3CCc4ccccc4C3)C2=O)c1 (stereo not drawn) → 14 | 2 | -4 | 5 | -21 | 5 | 18 | -3
# Profile of Nc1ccc(C23CC4CC(CC(O)(C4)C2)C3)cc1 → -20 | -1 | -3 | 8 | -2 | 6 | -7 | -7
# Profile of O=C(O)c1ccc(COc2ccccc2/C=C2\NC(=O)N(Cc3ccccc3F)C2=O)cc1 → 8 | 18 | 4 | 1 | -4 | -15 | 3 | 3
# Profile of CC(C)N(C(=O)CSc1nnc(-c2ccc3c(c2)OCO3)n1C)C(C)C → 9 | 7 | -10 | 0 | 8 | 4 | -1 | -10

# (cont.)
SMILES,697 NFkB inh,CCR6 antag,EBI2 antag,Gli-Sufu block,Jurkat NFkB inh,UBC13 inh,APJ antagonist,CXCR6 inh
CCCSc1nnc(Cc2cc(=O)[nH]c(=O)[nH]2)n1-c1cc(C)ccc1C,-5,-7,-9,-3,1,-6,8,8
COc1cccc(NC(=O)CN(C)C(=O)Cc2c(C)nc3ccccc3c2C)c1,-1,4,0,0,15,-2,15,0
O=C(NCC(c1ccco1)N1CCc2ccccc2C1)c1ccc(Cl)c([N+](=O)[O-])c1 (stereo not drawn),16,1,7,-6,-3,-1,15,-13
Cc1cccc(C(=O)N/N=C2/SCC(=O)N2Cc2ccccc2)c1,-12,6,2,x,-17,-11,-19,-3
COc1nccnc1NS(=O)(=O)c1ccc(N)cc1,-3,1,-5,3,6,0,16,-6
O=C(Cn1cnc2c(nnn2-c2cccc(Cl)c2)c1=O)N1CCCC1,9,-15,-9,-4,10,0,29,-9
COc1ccc(CC(=O)Nc2ccc(-c3noc(-c4cccc(OC)c4)n3)cc2)cc1,5,8,-3,-17,3,-20,-11,4
c1coc(-c2nnc(-c3ccco3)nn2)c1,-2,16,1,-14,2,12,-8,0
Cc1cc(C)c(OCCOCCN2CCN(C)CC2)c(Cl)c1,-29,-1,-10,24,-16,1,16,-4
COc1ccc(N(CC(=O)NCc2ccc(C)cc2)S(=O)(=O)c2c(C)[nH]c(=O)[nH]c2=O)cc1,5,7,-7,0,2,-2,-15,-4
CC(NC(=O)c1ccccc1)C(=O)N/N=C/c1ccc(O)cc1 (stereo not drawn),6,16,-5,-7,-7,-2,-3,7
CC(C)n1cc(/C(N)=N/O)c(=O)n(Cc2ccccc2)c1=O,4,0,-5,0,3,2,-9,4
O=C(N/C(=C\c1cccc([N+](=O)[O-])c1)C(=O)N1CCOCC1)c1ccc([N+](=O)[O-])cc1,17,-18,6,-5,-4,-9,-14,-6
COc1ccc(NC(=O)C2C3C=CC4(O3)C2C(=O)N(CCN2CCCCC2C)C4C(=O)NC2CCCC(C)C2C)cc1 (stereo not drawn),4,4,-4,38,-10,3,11,3
COC(=O)Nc1nn(-c2ccc(C)cc2)c(=O)c(C#N)c1C,2,19,-4,5,4,-4,0,-2
O=C(O)C1=NN(c2cc(Cl)c(S(=O)(=O)O)cc2Cl)C(=O)C1,x,4,8,9,x,x,x,3
O=C(NCCc1ccc(C(F)(F)F)cc1)C1CCC(=O)N(CCCN2CCCC2=O)C1 (stereo not drawn),-13,-2,-11,-4,-4,-2,-1,6
COc1ccc(S(=O)(=O)N2CCC(Cc3ccccc3)CC2)cc1NC(C)=O,-25,-5,7,2,-15,-5,-15,-3
Cc1cccc(CN2CCN(C3CCCC3)C(CCO)C2)n1 (stereo not drawn),-25,7,1,7,-6,-4,6,2
Cc1ccccc1N1C(=O)c2cc(S(N)(=O)=O)c(Cl)cc2NC1C (stereo not drawn),3,16,-1,-3,13,15,4,5
Cc1ccc(-c2nc(CSCC(=O)NCc3cccnc3)c(C)o2)cc1,6,6,-9,18,3,1,18,0
CN1CCN(CCC(=O)Nc2ccc(Br)cc2)CC1,-6,4,-5,84*,-15,-5,-3,-9
CCc1ccc(NC(=O)c2noc3c2CCC3)cc1,-229,10,-1,-91,-135,2,8,-1
Cc1nn(Cc2c(Cl)cccc2Cl)c(Cl)c1/C=C/C(=O)OCC(=O)NCC(F)(F)F,-7,4,3,25,29,-2,7,-4
CC(=O)OC(C(=O)NCS(=O)(=O)c1ccc(C)cc1)c1cccnc1 (stereo not drawn),-14,1,-10,-16,1,-2,-2,7
ClC1(Cl)CC1CSc1nc2ccccc2[nH]1 (stereo not drawn),-40,12,1,-7,-45,-10,-8,-9
CC(=O)c1ccc([N+](=O)[O-])c(CS(=O)(=O)c2ccccc2)c1,11,-12,5,1,-8,4,-18,-19
CCN(CC)S(=O)(=O)c1ccc(C(=O)Nc2nnc(COC)o2)cc1,1,17,-4,-4,14,-8,6,1
COc1cccc(NC(=O)COc2ccccc2)c1,17,11,-6,52,-34,0,-1,-1
CN(C)c1cccc(C(=O)NCc2ccc3c(c2)OCO3)c1,4,10,8,-19,-6,4,17,9
C[C@@H]1CN([C@@H](C)CO)C(=O)c2cccc(NS(C)(=O)=O)c2O[C@H]1CN(C)CC1CCCCC1,0,14,-10,-4,-4,4,18,-25
COC(=O)[C@H](C)NC(=O)Nc1cc(OC)ccc1OC,18,0,1,30,10,5,11,-3

# Grouped by structure, the compounds so far with a COOH group
SMILES,697 NFkB inh,CCR6 antag,EBI2 antag,Gli-Sufu block,Jurkat NFkB inh,UBC13 inh,APJ antagonist,CXCR6 inh
O=C(O)c1ccc(COc2ccccc2/C=C2\NC(=O)N(Cc3ccccc3F)C2=O)cc1,8,18,4,1,-4,-15,3,3
O=C(O)C1=NN(c2cc(Cl)c(S(=O)(=O)O)cc2Cl)C(=O)C1,x,4,8,9,x,x,x,3

# Copied from the list.
# CC(=O)OC(C(=O)NCS(=O)(=O)c1ccc(C)cc1)c1cccnc1 (stereo not drawn) in CCR6 antag is listed with 1
# CN(C)c1cccc(C(=O)NCc2ccc3c(c2)OCO3)c1 in EBI2 antag is listed with 8

# From PubChem BioAssay
